From PubChem BioAssay
XiGFP reactiv – activators of X-chromosome reactivation in mouse fibroblasts; XiGFP mouse fibroblasts, % GFP-positive cells imaging, 3 d; cells co-treated with 5-aza-dC sensitizer; scaled so ellipticine positive control = 100%; hit rate 0.055% among 360,000; activation, % at 7.58 µM; AID 743238;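 active = mean normalized replicate activation at least 10% and every replicate at or above 10%; inconclusive = only one of the two criteria met; inactive = mean below 10% and not all replicates reach 10%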;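 note: 0% = median of on-plate neutral control wells and 100% = ellipticine 6 µM median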
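Material: XiGFP fibroblasts, SV40-immortalized; Buffer or medium: DMEM containing 5-aza-dC; Compound dosing: single point; Times: 3 days compound exposure.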
Cneo AK release – Cryptococcus neoformans lysis via adenylate kinase release; C. neoformans lysis, adenylate kinase release luminescence, 4 h; normalised: neutral wells 0, clomiphene wells 100; lysis activity, % at 15 µM; hit rate 0.2% among 360,000; AID 651654;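 active = mean lysis activity across replicates of at least 80%, whatever share of replicates individually reach that level; inactive = mean lysis activity below 80%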
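Material: C. neoformans cells | Amount: Yeast cell density of 5 × 10^6 cells/mL | Medium: Fresh YPD growth medium | Dosing: Single dose | Times: Static 4 h at 37 °C with compound, 1 h detection | Detection: AK luminescence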
C2C12 statin – suppression of simvastatin myotoxicity; C2C12 myotubes + simvastatin, ATP luminescence, 48 h; scaled: DMSO 0, geranylgeraniol control 100; rescue of ATP level, % at 7.49 µM; hit rate 0.78% among 330,000; AID 602340;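 active = mean ATP rescue above about 67%, or every replicate alone reaching that limit, limit read from the data, passing the limit was not always enough; inconclusive = no clear call, values can overlap the other calls; inactive = mean under the limit and some replicate under it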;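 note: myotubes were challenged with 10 µM simvastatin during compound exposure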
LGR2 antag – Drosophila LGR2 receptor signaling inhibition. AID 720647. hit rate 0.35% among 380,000. inhibition, % at 9.99 µM. HEK293 LGR2, CRE-luciferase, bursicon-stimulated, 4 h;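 active = drop in luminescence signal, shown as inhibition above about 50% in the replicate tests, limit read from the data, passing the limit was not always enough; inconclusive = probably only some replicates passing the limit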;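 note: agonist challenge used bursicon conditioned medium at about half maximal strength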
PGC1a acetyl inh – lowers PGC1a acetylation signal in U2OS cells | hit rate 0.17% among 350,000 | AID 651687 | AlphaScreen anti-acetyl-lysine; with virally co-expressed GCN5 acetyltransferase | inhibition, % at 15.6 µM;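 active = every replicate shows inhibition of at least 40%; inconclusive = mean inhibition at least 40% but some replicate below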;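 note: 0% = neutral control wells and 100% = positive control wells; some results beyond the cut were filed as inactive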
ERAP1 inh – inhibitors of human ERAP1 aminopeptidase; recombinant ERAP1, Leu-AMC fluorescence, 60 min; inhibition, % at 10.7 µM; Q9NZ08; hit rate 0.15% among 340,000;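 active = mean replicate inhibition of at least 30%, or all replicates individually reaching that 30% level; inactive = mean below 30% and not every replicate reaching it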;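 note: 0% = neutral control wells and 100% = L-leucinethiol positive control wells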
Target sequence (Q9NZ08 whole entry, looked up): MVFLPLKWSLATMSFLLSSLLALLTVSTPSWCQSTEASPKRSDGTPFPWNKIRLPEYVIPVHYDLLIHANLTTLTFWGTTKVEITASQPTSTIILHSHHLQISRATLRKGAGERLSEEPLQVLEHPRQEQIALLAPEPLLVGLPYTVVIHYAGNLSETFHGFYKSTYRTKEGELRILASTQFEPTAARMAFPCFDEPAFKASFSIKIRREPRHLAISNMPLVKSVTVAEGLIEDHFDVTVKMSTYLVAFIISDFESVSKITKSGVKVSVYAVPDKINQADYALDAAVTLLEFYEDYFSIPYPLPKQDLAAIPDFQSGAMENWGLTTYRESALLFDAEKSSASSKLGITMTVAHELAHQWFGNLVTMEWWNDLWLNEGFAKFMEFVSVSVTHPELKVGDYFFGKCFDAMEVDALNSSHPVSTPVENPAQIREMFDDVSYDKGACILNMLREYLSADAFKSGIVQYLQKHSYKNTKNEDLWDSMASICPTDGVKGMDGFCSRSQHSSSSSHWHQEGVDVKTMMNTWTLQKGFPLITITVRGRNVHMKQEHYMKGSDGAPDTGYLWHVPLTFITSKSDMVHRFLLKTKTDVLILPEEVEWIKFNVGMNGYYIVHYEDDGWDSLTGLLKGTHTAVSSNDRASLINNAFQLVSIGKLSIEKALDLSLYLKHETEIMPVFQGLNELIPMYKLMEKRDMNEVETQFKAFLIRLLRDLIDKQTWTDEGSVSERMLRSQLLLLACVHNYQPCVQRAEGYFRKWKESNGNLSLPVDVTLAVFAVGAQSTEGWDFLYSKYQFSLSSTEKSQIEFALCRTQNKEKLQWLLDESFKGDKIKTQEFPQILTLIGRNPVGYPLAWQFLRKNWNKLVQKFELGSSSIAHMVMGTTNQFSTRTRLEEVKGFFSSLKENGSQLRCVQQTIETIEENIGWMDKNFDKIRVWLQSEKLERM
S100A4 MyoIIA – S100A4-myosin IIA interaction inhibition. inhibition, % at 10.7 µM. AID 652163. hit rate 0.14% among 360,000. P26447. S100A4/TAMRA-MyoIIA peptide fluorescence polarization;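 active = mean inhibition of at least 70% across replicates, with every replicate also reaching that level; inconclusive = mean inhibition reaches 70% but some replicates fall short; inactive = mean inhibition below 70%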
Target sequence (P26447 whole entry, looked up): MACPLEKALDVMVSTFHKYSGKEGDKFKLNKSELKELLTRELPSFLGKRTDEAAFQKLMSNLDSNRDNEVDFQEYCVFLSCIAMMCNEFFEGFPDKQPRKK
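Test system – S100A4 monomer (human) · Compound – single-point compound testing · Schedule – 5 min incubation before reading · Probe or stimulus – TAMRA-labelled myosin IIA heavy-chain peptide probe, 5 nM · Benchmarks – neutral control DMSO, positive control TFP · Medium – Calcium-containing HEPES buffer, pH 7.2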
SIRT5 inh – inhibitors of human sirtuin-5 desuccinylase; Q9NXA8; Purified SirT5, succinyl-peptide AMC, trypsin-coupled fluorescence; inhibition, % at 15 µM; hit rate 1.1% among 330,000; AID 652115; in the data active = inhibition above about 15%; inconclusive = no clear call, values can overlap the other calls
Numbers without * were called inactive; u = inconclusive; x = no result given; & = joins results of further samples. The list is partial (hit frequency here may not be typical).

SMILES	XiGFP reactiv	Cneo AK release	C2C12 statin	LGR2 antag	PGC1a acetyl inh	ERAP1 inh	S100A4 MyoIIA	SIRT5 inh
O=C(c1cccnc1)N1CC2(C1)[C@H](c1ccccc1)[C@@H](CO)N2C(=O)C1CCC1	0.2	x	x	-5	3	-5	-3	5
Cc1noc(C)c1S(=O)(=O)N(C)C[C@H]1OCCCC[C@@H](C)Oc2ccc(NC(=O)Nc3cccc4ccccc34)cc2C(=O)N([C@@H](C)CO)C[C@H]1C	-0.2	0	x	7	-11	2	-4	7
C#CCOCCOCCOCCNc1nc(N2CCOCC2)nc(N2CCN(C(=O)[C@H](Cc3cc4ccccc4[nH]3)n3cc([C@@H](N)Cc4ccc(O)cc4)nn3)CC2)n1	-0.1	2	-3	21	-4	x	1	x
CC1CCCCN1C(=O)CSc1nc(-c2ccccc2)cn1N (stereo unspecified)	0.2	x	x	-6	-48	0	-3	x
Cc1cccc(-c2ccc([C@@H]3[C@@H](CO)N4CCCCN(Cc5ccncc5)C[C@@H]34)cc2)c1	0.1	1	x	0	7	1	-13	2
Cc1ccc(-c2ccc(SCC(=O)NC3CCCC3)nn2)cc1	0.2	-1	x	-3	-7	-2	-2	-1
O=C(CSc1nnc(Nc2ccccc2)s1)Nc1cccc(S(=O)(=O)N2CCCCC2)c1	0.2	-10	x	3	x	0	8	-3
CC(C)C[C@H]1CNC(=S)N1CC1CCCN1C[C@H](CC(C)C)N1C[C@H](Cc2ccccc2)N(CC2CCCCCC2)C1=S (stereo partly specified)	0.0	8	-7	0	1	x	1	-3
COc1ccc(N2CCN(C(=O)COC(=O)c3cccc(S(=O)(=O)Nc4ccccc4OC)c3)CC2)cc1	0.0	-1	9	1	3	-3	-7	-4
Cc1noc(C)c1S(=O)(=O)Nc1ccc2c(c1)CC(=O)N([C@H](C)CO)C[C@H](C)[C@@H](CN(C)S(=O)(=O)c1cccs1)O2	-1.0	-1	0	-17	5	2	-19	3
COc1ccc([N+](=O)[O-])cc1/C=N/NC(=O)Cc1ccccc1	0.0	x	x	x	x	-1	-3	3
Cc1ccc(NC(=O)COC(=O)CCCC2=NS(=O)(=O)c3ccccc3N2)cc1C	0.0	0	13	4	2	-3	-6	1
Cc1ccc(C(=O)NCC(=O)Nc2ncccc2C)s1	-0.1	2	-14	0	-9	0	6	7
CCN(CC)c1cccc(OCC(=O)N(C)CCC#N)c1	x	3	x	10	2	4	15	-1
Cc1[nH]n(-c2nc(-c3cccc([N+](=O)[O-])c3)cs2)c(=O)c1C	-0.1	0	x	-42	7	x	x	x
Cc1noc(C)c1S(=O)(=O)Nc1ccc2c(c1)C(=O)N([C@H](C)CO)C[C@H](C)[C@H](CN(C)C(=O)Nc1ccc(C(F)(F)F)cc1)O2	x	4	x	x	-9	0	-1	-2
C#CCN1C(=O)C(O)(CC(=O)/C=C/C=C/c2ccccc2)c2ccccc21 (stereo unspecified)	-0.6	x	x	-5	-1	5	-11	0
COc1ccc(C2CC(=O)Nc3cc(OC)c(OC)cc32)cc1 (stereo unspecified)	0.0	1	6	x	2	2	-4	1
CN1CCC(NC(=O)Nc2cccc(C(F)(F)F)c2)CC1	0.0	0	3	-8	2	-1	-5	-6
COc1ccc(C(=O)Oc2cc(N)n(S(=O)(=O)c3ccccc3)n2)cc1	0.0	x	x	2	x	-5	0	-2
Nc1nn(S(=O)(=O)c2ccccc2)cc1-c1cccc([N+](=O)[O-])c1	0.0	x	x	-10	0	2	2	-2
Cc1ccc(S(=O)(=O)N(C)C[C@H]2Oc3cc(C4=CCCC4)ccc3S(=O)(=O)N([C@H](C)CO)C[C@H]2C)cc1	-0.1	1	-11	1	5	-5	6	4
Cc1nc2ccccc2cc1C(=O)N/N=C/c1cccs1	0.0	0	-11	11	19	-2	-2	-1
Cc1nc2ccc(-c3nc4ccccc4[nH]3)cc2[nH]1	0.0	x	x	-66	x	4	2	-9
Cc1ccc(-c2ccc3c(c2)O[C@H](CN(C)Cc2ccc(C(=O)O)cc2)[C@@H](C)CN([C@H](C)CO)S3(=O)=O)cc1	-0.6	-6	-12	34	16	-4	3	9
COc1cc(OC)c(OC)cc1/C=N/n1c(C)nc2ccccc2c1=O	0.1	0	-7	7	-26	5	2	-2
C=CCN(c1ccccc1)S(=O)(=O)c1cccc(C(=O)NNC(=O)c2ccncc2)c1	0.0	-3	-3	6	x	0	6	1
Fc1ccc(CN2[C@@H]3CNC[C@H]2C3c2ccc(-c3ccncc3)cc2)cc1 (stereo partly specified)	0.1&0.1	x	x	-3&-7	-7&1	-1&-2	27&-7	-9&-7
COc1cc(-c2cc3nc(NCc4cccs4)ccn3n2)cc(OC)c1OC	0.0	9	-1	18	x	1	-3	x
COc1cc(OC)cc(C(=O)N/N=C2/SCC(=O)N2Cc2ccco2)c1	0.0	1	7	-14	1	0	-7	4
COc1cc(-c2nnn(CC#N)n2)ccc1OCc1ccccc1	x	-2	11	-32	-212	x	x	x
O=C(Nc1ccc(O)c2c(=O)cc(-c3ccccc3Cl)oc12)c1cccc(Cl)c1	-0.1	3	-34	12	2	x	0	x
COc1cccc(CCc2nnc(CCC(=O)N3CCN(Cc4ccccn4)CC3)o2)c1	0.4	x	x	4	5	-4	-1	-2
Cc1nc(NC(=O)COC(=O)c2cccs2)c(Cl)cc1Cl	0.0	-1	1	9	4	4	0	2
C[C@@H]1CN([C@H](C)CO)C(=O)c2cc(N(C)C)ccc2O[C@@H]1CN(C)S(=O)(=O)c1cn(C)cn1	-1.1	4	1	12	9	2	1	-1
Cc1noc(C)c1NC(=O)Nc1ccc2c(c1)C(=O)N([C@H](C)CO)C[C@H](C)[C@@H](CN(C)C(=O)Nc1ccc(F)cc1)O2	0.0	4	-26	8	4	-1	-21	-2
C/C(Cn1nnc([N+](=O)[O-])n1)=N\NC(=O)c1ccc(O)cc1	0.0	0	-3	16	2	0	-1	1
CC(C)[C@H]1COCCS(=O)(=O)N1Cc1ccccc1	0.0	7	8	7	x	-2	-1	-5
CCOC(=O)c1c(NC(=O)COC)sc(C(C)=O)c1C	x	7	-4	-52	-7	x	x	x
CCn1c(-c2csc3ccccc23)n[nH]c1=S	0.0	-4	x	6	-3	2	u	-1
COc1cccc(C(=O)C2CCCN(C(=O)c3ccccn3)C2)c1 (stereo unspecified)	0.1	-2	-7	17	1	1	4	0
CC(C)=C(NC(=O)c1ccccc1)C(=O)NC(Cc1ccccc1)C(=O)O (stereo unspecified)	0.1	1	-2	15	x	-1	1	-3
CCOc1ccc(C(=O)CCC(=O)Nc2ccc(C)cn2)cc1	0.0	1	4	-5	x	1	10	-4
C/C(=N\NC(=O)c1cccc(O)c1)c1cccc(NC(=O)c2ccc(F)cc2)c1	0.2	-8	-2	-26	-1	2	-3	-2
COc1ccccc1/C=C/C(=O)c1c2c(c(C)[nH]c1=O)CCCC2	x	6	-184	56*	14	1	-4	1
O=C1COc2ccc(S(=O)(=O)CCC(=O)N3CCN(c4ccccc4)CC3)cc2N1	0.2	1	-1	1	-17	2	2	-1
CN(CC(=O)Nc1c(Cl)cccc1Cl)C(=O)c1ccncc1	0.2	-3	-4	2	x	5	-1	0
CCN(Cc1ccccc1)S(=O)(=O)c1c(C)[nH]c(C)c1C(=O)N1CCCC1	0.0	17	-15	-8	-7	-2	-1	-3
C[C@@H]1CN([C@H](C)CO)C(=O)c2cc(NS(=O)(=O)c3ccccc3)ccc2O[C@@H]1CN(C)C(=O)Nc1ccc2c(c1)OCO2	0.5	-2	x	9	-9	2	1	2
CC1CCCN(C(=O)C(C)Nc2cc(Cl)ccc2N2CCOCC2)C1 (stereo unspecified)	0.0	x	x	-36	x	9	-47	2

Next compounds:
SMILES	XiGFP reactiv	Cneo AK release	C2C12 statin	LGR2 antag	PGC1a acetyl inh	ERAP1 inh	S100A4 MyoIIA	SIRT5 inh
CC(C)Cc1cc(C(=O)Nc2sc3c(c2C#N)CCC3)no1	0.0	-4	-9	-4	14	1	-1	-1
COc1cccc(C(=O)NCC(c2ccco2)N2CCOCC2)c1 (stereo unspecified)	0.0	1	-3	3	x	-3	0	-4
O=C(C[C@H]1CC[C@H]2[C@@H](COC[C@H](O)CN2Cc2ccccc2)O1)NCc1ccccc1Cl	0.2	0	0	-9	-6	0	-3	-1
O=C(CSc1nncn1-c1cccnc1)Nc1cccc([N+](=O)[O-])c1	0.2	1	2	-3	x	0	-4	1
CC(C)(C)Nc1nc(OCC#N)nc(N2CCCCC2)n1	0.1	x	x	-1	x	-2	1	-3
S=c1[nH]nc(-c2cc(-c3ccccc3)n[nH]2)n1/N=C/C=C/c1ccccc1	0.0	-1	9	-21	7	-1	2	-4
O=C(/C=C/NCc1cccnc1)C(F)(F)C(F)(F)F	0.0	-1	1	6	9	-5	2	0
CCc1c(C)nc(N)c(C#N)c1-c1ccccc1	0.0	1	1	20	-4	5	0	2
C[C@H](CO)N1C[C@H](C)[C@@H](CN(C)C(=O)C2CCOCC2)Oc2ncc(-c3cccc(C#N)c3)cc2C1=O	0.0	1	3	16	-3	-1	7	-4
COc1ccc(CNCCCC(=O)Nc2c(Cl)ccc(C)c2Cl)cc1OC	0.4	1	8	11	3	-1	-2	-12

3 of these compounds, set out differently:
mol: COc1ccc(CNCCCC(=O)Nc2c(Cl)ccc(C)c2Cl)cc1OC
  XiGFP reactiv: 0.4
  Cneo AK release: 1
  C2C12 statin: 8
  LGR2 antag: 11
  PGC1a acetyl inh: 3
  ERAP1 inh: -1
  S100A4 MyoIIA: -2
  SIRT5 inh: -12
mol: COc1cccc(C(=O)NCC(c2ccco2)N2CCOCC2)c1 (stereo unspecified)
  XiGFP reactiv: 0.0
  Cneo AK release: 1
  C2C12 statin: -3
  LGR2 antag: 3
  PGC1a acetyl inh: x
  ERAP1 inh: -3
  S100A4 MyoIIA: 0
  SIRT5 inh: -4
mol: C[C@H](CO)N1C[C@H](C)[C@@H](CN(C)C(=O)C2CCOCC2)Oc2ncc(-c3cccc(C#N)c3)cc2C1=O
  XiGFP reactiv: 0.0
  Cneo AK release: 1
  C2C12 statin: 3
  LGR2 antag: 16
  PGC1a acetyl inh: -3
  ERAP1 inh: -1
  S100A4 MyoIIA: 7
  SIRT5 inh: -4

Additional results follow:
SMILES	XiGFP reactiv	Cneo AK release	C2C12 statin	LGR2 antag	PGC1a acetyl inh	ERAP1 inh	S100A4 MyoIIA	SIRT5 inh
COC(=O)C1CCN(C2CN(Cc3cn(Cc4ccc(C(F)(F)F)cc4)nn3)S(=O)(=O)C2)CC1 (stereo unspecified)	0.3	x	x	4	x	-2	0	-3
COc1cccc(-c2ccc3c(c2)O[C@H](CN(C)C(=O)C2CC2)[C@@H](C)CN([C@@H](C)CO)S3(=O)=O)c1	0.0	-4	59	3	-14	-3	-11	-1
C[C@@H]1CN([C@H](C)CO)C(=O)c2c(c3ccccc3n2C)-c2ccccc2CO[C@@H]1CN(C)S(=O)(=O)c1cccc(C#N)c1	0.0	51	21	-10	-3	2	-4	1
C[C@H]1CN([C@@H](C)CO)C(=O)c2cc(NS(=O)(=O)c3cccs3)ccc2O[C@H]1CN(C)S(C)(=O)=O	0.0	1	49	2	-7	-3	-2	-2
